Tn7 DDE FP: inhibitors of Tn7 peptide binding to fibrin DD(E), primary screen, biochemical, fluorescence polarization, human fibrin, Tn7 probe; Fibrinogen beta chain (Homo sapiens), P02675; FP displacement of FITC-Tn7 peptide from fibrin DD(E); 0% = median of compound wells per plate; inhibition, % at 8.3 µM; actives 0.13% (n = 370,000); AID 720508, 2013;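 active means inhibition above the mean of compounds falling within the control limits plus 3 SD of them, cut at about 14% in these data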;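 further: 0% = plate median of compound wells and 100% = 10 µM Aha-Tn7 peptide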
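Test system: human clot-derived fibrin DD(E) complex / Quantity: 2 µM final DD(E) protein / Incubation: 10 min plus 3 h, room temperature / Measured by: fluorescence polarization / Benchmarks: high control of 10 µM Aha-Tn7 peptide / Replicates: singlicate testing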
PRMT1 inh: PRMT1 methyltransferase inhibitors, primary screen, biochemical, fluorescence polarization. actives 1.3% (n = 370,000). recombinant PRMT1, activity-based probe fluorescence polarization. inhibition, % at 2.79 µM. AID 652257, 2013;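 active means inhibition above about 21% made by adding two undisclosed values, limit read from the data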
TCR CD3 inh: inhibitors of human TCR-CD3 interaction, primary screen, biochemical, fluorescence, TAMRA-labeled TCR probe; AID 651800, 2012; T-cell receptor (TCR); actives 0.37% (n = 360,000); inhibition, % at 9.4 µM; in the data active means inhibition above about 19%;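 further: recombinant mutant TCR 2C K166C tagged with TAMRA read by polarization; 0% = receptor in buffer alone and 100% = receptor with positive control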
DDE Tn6 FP inh: inhibitors of Tn6 peptide binding to fibrin DD(E), primary screen, biochemical, fluorescence polarization, human fibrin, Tn6 probe | Fibrin DD(E) TRITC-Tn6 fluorescence polarization displacement | inhibition, % at 8.3 µM | actives 0.21% (n = 370,000) | AID 720509, 2013;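 active means inhibition above a per-campaign cutoff: mean of compounds within control limits plus 3 SD, cut at about 15% in these data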;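 further: 0% = median of all compound wells on the plate and 100% = blocking peptide control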
proKLK7 act: proKLK7 zymogen activators, primary screen, biochemical, fluorescence intensity. Kallikrein-7 (Homo sapiens), P49862. purified proKLK7, EDANS-DABCYL substrate fluorescence; 100% is mature enzyme control, 0% vehicle. activation, % at 7 µM. actives 0.9% (n = 370,000). AID 652039, 2013;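 active means activation above the mean of all tested compounds plus 3 SD, computed per campaign excluding outliers beyond control limits, cut at about 13% in these data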
Target sequence (P49862 whole entry, looked up): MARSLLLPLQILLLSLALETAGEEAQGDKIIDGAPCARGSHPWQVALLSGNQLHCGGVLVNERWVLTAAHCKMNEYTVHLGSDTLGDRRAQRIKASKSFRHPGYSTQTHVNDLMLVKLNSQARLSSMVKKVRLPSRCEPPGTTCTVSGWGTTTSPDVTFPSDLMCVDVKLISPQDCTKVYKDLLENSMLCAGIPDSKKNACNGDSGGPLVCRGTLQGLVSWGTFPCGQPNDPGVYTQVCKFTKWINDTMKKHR
MBD2 inh: inhibitors of MBD2 binding to methylated DNA, primary screen, biochemical, TR-FRET, DNA-binding domain, human; Methyl-CpG-binding domain protein 2 (Homo sapiens), Q9UBB5; MBD2 binding to methylated oligonucleotide; inhibition, % at 4.4 µM; actives 0.31% (n = 370,000); AID 686964, 2013; in the data active means inhibition above about 13%
Target sequence (Q9UBB5 whole entry, looked up, the tested form may be a part): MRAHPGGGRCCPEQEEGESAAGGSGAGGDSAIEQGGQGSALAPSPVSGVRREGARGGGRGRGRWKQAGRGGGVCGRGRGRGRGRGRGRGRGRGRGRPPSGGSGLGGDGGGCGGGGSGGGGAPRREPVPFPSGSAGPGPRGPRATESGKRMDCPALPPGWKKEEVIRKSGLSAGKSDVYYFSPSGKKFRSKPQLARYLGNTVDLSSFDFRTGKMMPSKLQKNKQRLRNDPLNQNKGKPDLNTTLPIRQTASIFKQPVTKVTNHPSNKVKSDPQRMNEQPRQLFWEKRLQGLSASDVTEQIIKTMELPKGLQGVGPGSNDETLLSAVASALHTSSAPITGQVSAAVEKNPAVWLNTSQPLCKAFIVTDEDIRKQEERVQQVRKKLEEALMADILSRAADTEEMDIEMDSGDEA
LEDGF integ inh: blockers of LEDGF/p75-dependent integrase strand transfer – biochemical, TR-FRET, high throughput, primary screen | HIV-1 integrase (with human LEDGF/p75) | TR-FRET IN-LEDGF/p75 DNA integration, Eu/Cy5 | inhibition, % at 3.7 µM | actives 0.64% (n = 370,000);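 active means inhibition above the screen-wide mean plus 3 SD, cut at about 13% in these data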;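 further: signal is the Cy5 over europium emission ratio at 671 and 618 nm; 0% = plate median of compound wells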
SIAE primary: human SIAE inhibitors, primary screen, biochemical, fluorescence polarization, FP-Rh probe, 1536-well HTS; SIAE FP-Rh probe binding; inhibition, % at 9.66 µM; actives 0.69% (n = 370,000); AID 1053197, 2014;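 active means inhibition above a cutoff: mean of compounds within the control limits plus 3 SD of those, cut at about 17% in these data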;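 further: 0% = plate median of compound wells and 100% = probe without SIAE protein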
UHRF1 MBD2 ctr: UHRF1 methylated DNA binding inhibitors, primary screen, counter-screen for MBD2 inhibitor project, biochemical, TR-FRET, human UHRF1, single concentration. E3 ubiquitin-protein ligase UHRF1 (Homo sapiens), Q96T88. UHRF1 binding to methylated oligo. inhibition, % at 4.4 µM. actives 0.75% (n = 370,000); in the data active means inhibition above about 21%;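 further: UHRF1 SRA domain binding a hemimethylated CpG hairpin DNA probe; 0% = median of test compound wells and 100% = reference inhibitor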
TDP2 absorb: human TDP2 enzyme inhibitors, primary screen, biochemical, epi absorbance, recombinant enzyme; Tyrosyl-DNA phosphodiesterase 2 (Homo sapiens), O95551; AID 720702, 2013; inhibition, % at 12.8 µM; actives 0.34% (n = 370,000); T5PNP hydrolysis, p-nitrophenol absorbance 415 nm;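 active means inhibition above the mean of all tested compounds plus 3 SD, set per campaign, cut at about 25% in these data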;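 further: 0% = DMSO with enzyme and 100% = buffer with substrate but no TDP2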
Target sequence (O95551 whole entry, looked up): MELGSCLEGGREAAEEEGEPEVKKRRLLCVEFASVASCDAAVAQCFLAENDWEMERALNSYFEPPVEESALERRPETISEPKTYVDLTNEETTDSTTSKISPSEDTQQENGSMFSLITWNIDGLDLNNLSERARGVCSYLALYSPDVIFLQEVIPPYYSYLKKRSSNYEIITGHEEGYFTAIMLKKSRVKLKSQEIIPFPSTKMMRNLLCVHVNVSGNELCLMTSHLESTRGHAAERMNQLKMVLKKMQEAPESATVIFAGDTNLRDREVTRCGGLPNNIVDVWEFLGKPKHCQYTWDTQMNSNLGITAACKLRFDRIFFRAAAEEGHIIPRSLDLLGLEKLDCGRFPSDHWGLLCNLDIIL
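Test system: human TDP2 enzyme; Input: 120 nM TDP2 per well; Buffer or medium: Mg2+-containing Tris-HCl buffer, pH 7.5; Reagent: 5 mM T5PNP; Dosing: 12.8 µM single point, 1% DMSO; Incubation: reaction 2 h, 37 °C; Detection: p-Nitrophenol epi absorbance; Read-out: % inhibition relative to enzyme-containing and enzyme-free wells; Replicates: single well per compound.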
Starred values were filed as active, the others as inactive; x = not tested or not shown.

SMILES | Tn7 DDE FP | PRMT1 inh | TCR CD3 inh | DDE Tn6 FP inh | proKLK7 act | MBD2 inh | LEDGF integ inh | SIAE primary | UHRF1 MBD2 ctr | TDP2 absorb
Cc1cc(-c2nnc(CCC(=O)N(C)C(C)c3cccs3)o2)no1 (stereo not drawn) | -14.1 | -4.0 | 0.1 | -9.8 | -0.8 | -4.8 | 2.4 | -6.9 | 8.1 | 2.9
CC1(C)C(=O)Nc2ccccc2N1C(=O)CN1C(=O)C(=O)N(C2CCCC2)C1=O | 4.2 | 4.4 | -4.5 | 3.7 | 0.0 | 2.0 | -4.0 | -2.0 | 2.3 | -2.1
O=C(/C=C/c1cccs1)Nc1ccncc1 | -6.3 | 0.1 | -7.5 | -2.3 | 0.6 | -6.8 | -1.8 | -3.3 | -4.4 | 0.0
CC(=O)N1CCC(N(C(=O)Nc2ccc(F)cc2)C2CCCC2)CC1 | 0.3 | 5.1 | -4.4 | -3.2 | 0.6 | 6.7 | 7.8 | 7.6 | 4.3 | -2.1
Nc1ccccc1C#Cc1ccc2[nH]ccc2c1 | -0.2 | 3.5 | 5.0 | -3.0 | -3.1 | 2.8 | -3.1 | -0.1 | 2.4 | -6.6
CCOc1ccc(S(=O)(=O)Nc2ccc(OC)nc2)cc1 | 3.4 | 1.9 | -5.0 | 1.4 | -0.1 | 2.6 | -2.4 | 3.3 | 1.5 | -4.1
CC1=CC(=O)C(C(C)C)=C/C1=N/OS(=O)(=O)c1ccccc1 | -2.5 | 16.0 | 0.8 | 6.3 | 0.0 | 1.6 | 1.6 | -1.0 | 2.9 | -13.9
CCOc1ccc(N/C=C/C(=O)c2ccc(C)cc2)c([N+](=O)[O-])c1 | 9.4 | -1.1 | 1.8 | -1.0 | -0.1 | -2.8 | 0.1 | -4.1 | -1.4 | -0.1
COc1ccccc1S(=O)(=O)N(C)C[C@H]1OCc2cn(nn2)CCCC(=O)N([C@@H](C)CO)C[C@@H]1C | -9.6 | 0.2 | 3.1 | 0.8 | 1.3 | 4.3 | -2.2 | -2.1 | 1.5 | 5.0
COc1ccc(NC(=O)C2=CCN(S(=O)(=O)c3ccccc3)CC2)cc1OC | 5.7 | 1.0 | 0.2 | 0.9 | 0.9 | -1.4 | -2.9 | 2.4 | -2.4 | -8.6
COc1ccc(NC(=O)CC(C)CC(=O)NCc2ccc(F)cc2)c(OC)c1 (stereo not drawn) | 1.8 | -3.6 | -0.1 | -6.5 | 0.1 | 2.0 | -0.1 | 3.1 | -2.7 | 0.7
O=C(NNC(=O)C1CCCC1)c1cc([N+](=O)[O-])cc([N+](=O)[O-])c1 | -1.1 | 2.0 | -1.6 | -8.8 | 0.1 | -2.5 | -4.2 | 10.6 | 1.4 | -3.1
CSc1nsc(SCC(=O)Nc2cccc(C(C)=O)c2)n1 | 8.8 | 6.6 | 3.1 | 4.8 | 0.0 | -4.9 | -1.3 | 1.3 | 0.1 | -6.3
CCNc1nc(OC)nc(N(OC)S(=O)(=O)c2ccc(C)cc2)n1 | 7.6 | -0.7 | -0.2 | -1.9 | -1.0 | -4.0 | -1.5 | -1.6 | -1.4 | -4.7
NNC(=O)C1CC(O)CN1S(=O)(=O)c1ccc2ccccc2c1 (stereo not drawn) | -5.4 | 1.9 | -9.7 | -6.7 | 0.3 | 3.5 | -1.9 | 2.1 | 10.7 | 5.2
NS(=O)(=O)c1ccc(CCNC(=O)CN2CCC(Cc3ccccc3)CC2)cc1 | -3.8 | 2.1 | -1.7 | 2.8 | 0.1 | 3.9 | -8.3 | 2.3 | -1.0 | -12.0
CCC(CC)c1nnc(NC(=O)c2cc([N+](=O)[O-])ccc2N2CCCCC2)s1 | 6.5 | 0.2 | -6.6 | -1.5 | -0.3 | 2.2 | 0.8 | -1.6 | 1.7 | 2.0
Cc1[nH]n(-c2ccc([N+](=O)[O-])cc2)c(=O)c1C=NCCN1CCN(C(=O)c2cccc(F)c2)CC1 | 5.8 | -1.8 | -4.8 | 1.0 | 0.6 | 2.9 | -0.6 | -5.0 | -1.4 | 0.8
O=C(Cc1cccc2ccccc12)NNC(=O)c1cccs1 | -3.4 | -0.4 | 0.2 | -7.9 | 0.3 | 2.9 | 0.8 | -2.2 | 1.4 | 13.7
C#CCOC(=O)c1ccccc1C(=O)n1nnc2ccccc21 | 6.2 | -0.5 | 9.9 | -6.6 | 0.4 | 0.9 | -1.6 | 1.0 | 1.0 | 5.9

The last 2 records of the part above lead into the next.
SMILES | Tn7 DDE FP | PRMT1 inh | TCR CD3 inh | DDE Tn6 FP inh | proKLK7 act | MBD2 inh | LEDGF integ inh | SIAE primary | UHRF1 MBD2 ctr | TDP2 absorb
O=C(Cc1cccc2ccccc12)NNC(=O)c1cccs1 | -3.4 | -0.4 | 0.2 | -7.9 | 0.3 | 2.9 | 0.8 | -2.2 | 1.4 | 13.7
C#CCOC(=O)c1ccccc1C(=O)n1nnc2ccccc21 | 6.2 | -0.5 | 9.9 | -6.6 | 0.4 | 0.9 | -1.6 | 1.0 | 1.0 | 5.9
Cc1cc(C(=O)Nc2cc(Br)ccc2O)on1 | 4.6 | -1.1 | 4.8 | -1.2 | -0.1 | 2.0 | -2.7 | 5.7 | -2.1 | 12.2
Cc1[nH]n(-c2ccc(F)cc2)c(=O)c1C=Nc1ccc(S(=O)(=O)N(C)C)cc1 | 4.9 | -0.3 | 7.5 | 2.6 | -0.2 | -4.8 | -1.1 | -7.4 | -8.0 | -2.9
NNC(=O)C(Cc1ccccc1)NC(=O)OCc1ccccc1 (stereo not drawn) | 1.5 | -2.0 | 4.6 | -0.3 | -0.2 | 0.7 | 2.7 | -0.9 | -1.8 | 2.3
CCOC(=O)N1CCN(C(=O)CCc2ccc(S(=O)(=O)NCC(C)C)cc2)CC1 | -12.3 | 0.7 | 9.7 | 1.3 | 0.1 | -3.3 | 0.4 | -1.3 | 1.9 | 0.5
COc1ccc(NC(=O)N2CCN(S(C)(=O)=O)CC2)cc1 | -6.4 | -3.4 | 2.4 | 5.1 | -0.6 | 0.6 | -3.1 | 6.8 | -1.7 | 5.6
Cc1[nH]c(=O)c(C#N)c2c1CCCC2 | -7.1 | -1.3 | 3.3 | 0.4 | 0.8 | 2.2 | 0.0 | -3.0 | -1.2 | -2.8
COc1ccc(CC(=O)N(C)CC(=O)Nc2cccc(F)c2)cc1S(=O)(=O)N1CCOCC1 | -4.0 | -2.6 | -8.9 | 2.7 | -0.1 | -1.2 | 1.3 | -8.9 | 2.0 | -17.3
CCCn1c(NC(=O)CSCC(=O)Nc2cc(C)on2)nc2ccccc21 | 0.0 | -1.3 | 3.4 | 8.9 | 0.1 | -4.5 | -2.4 | -1.1 | -2.4 | -12.1
Cc1ccc(OCC(=O)NCCCNC(=O)c2cccnc2)cc1C | 2.9 | 4.2 | -7.3 | -6.0 | -0.3 | 3.2 | -2.9 | -2.3 | 1.0 | -12.9
CC1CCc2cc(F)cc3c(=O)c(C(=O)O)cn1c23 (stereo not drawn) | -4.4 | 4.8 | 0.8 | -1.5 | -0.6 | -0.2 | -7.4 | 0.0 | 5.5 | -5.6
COc1ccc(Cc2nnc(SCC(=O)N3CCc4ccccc4C3)o2)cc1 | -1.9 | 0.6 | 2.2 | -4.1 | 0.5 | 0.6 | 2.2 | 6.8 | -6.7 | 17.0
COc1ccc2c(C)cc(N3CCOCC3)nc2c1 | -5.8 | -5.6 | 0.1 | 3.8 | -0.4 | -0.4 | -0.5 | -0.3 | -1.8 | 0.2
CC(C)CNC(=O)NC(=O)COC(=O)c1ccccc1Sc1ccc(C(F)(F)F)cc1[N+](=O)[O-] | 1.8 | 0.7 | 0.5 | 7.5 | -0.1 | 1.3 | 1.6 | -9.1 | 1.5 | 0.1
CN(C)C(CNC(=O)c1cccnc1Sc1ccccc1)c1ccco1 (stereo not drawn) | -1.3 | 3.4 | -1.0 | -8.8 | -0.3 | -0.3 | -2.0 | -0.7 | 1.4 | 10.3
CCOc1ccc(-c2nnn(CC(=O)NCc3ccco3)n2)cc1OCC | 3.9 | -0.3 | -0.2 | -6.7 | -0.2 | -1.8 | 1.6 | -6.2 | -0.4 | 3.1
COc1cc(OC)c(NS(=O)(=O)c2cc(C(=O)OCC(=O)NCC3CCCO3)ccc2OC)cc1Cl (stereo not drawn) | -4.0 | -3.5 | 5.1 | -0.3 | -0.1 | 4.5 | 1.8 | 4.5 | 11.8 | 0.3
Cc1cc(C)c2cc(CN(CC3CCCO3)S(=O)(=O)c3ccc4c(c3)OCCO4)c(=O)[nH]c2c1 (stereo not drawn) | -0.4 | 0.0 | 0.5 | 7.2 | 0.5 | -0.4 | -6.0 | -8.5 | -3.1 | -6.5
O=C1N=C(N2CCCCC2)SC1=C1CCCCC1 | 0.0 | 7.9 | -0.1 | -2.1 | -0.7 | -5.3 | 3.1 | -0.7 | 3.2 | -6.8
O=C(c1cccc(F)c1F)N1CCCC(c2nc(-c3cccs3)no2)C1 (stereo not drawn) | 5.4 | 3.8 | x | 4.8 | -0.5 | 1.6 | -0.1 | 1.2 | -0.5 | 7.2
Cc1ccc(/C=N/N2CCN(Cc3cccc4ccccc34)CC2)o1 | -8.2 | 26.2* | 0.4 | 4.6 | 0.0 | 1.5 | 0.3 | -1.5 | -0.2 | -5.4
CCOC(=O)N1CCN(C(=O)CN(C)S(=O)(=O)c2ccc3c(c2)c(=O)n(C)c(=O)n3C)CC1 | -4.0 | -1.5 | -3.1 | -1.0 | 0.0 | -1.2 | 6.3 | 5.9 | -1.1 | 0.7
O=C(Nc1ccc(Cl)cn1)c1ccccc1SCc1ccccc1 | 6.7 | 0.6 | -0.8 | 2.2 | 0.4 | -1.3 | 1.0 | -6.7 | -0.3 | 16.9
C=CCCC(=O)N1CCCC(Cc2cccc(Cl)c2)(C(=O)OCC)C1 (stereo not drawn) | -3.6 | -1.6 | -1.0 | -7.9 | -0.5 | -2.5 | -2.2 | -3.7 | 0.3 | -26.6
CCN1CCN(C(=O)C2CCN(S(=O)(=O)c3cccc4cccnc34)CC2)CC1 | -4.3 | -7.5 | -0.3 | 8.2 | 0.7 | -1.8 | 0.9 | 2.5 | 2.5 | -0.6

High-throughput results (PubChem)
